Compound activity deposited in PubChem BioAssay by National Center for Advancing Translational Sciences (NCATS).
RGS4 inhibitor – Inhibitors of Regulator of G Protein Signaling (RGS) 4: qHTS. 390,000 compounds, 0.039% hits. Potency, µM (highest dose often 114 µM), for the others: top-dose activity change, negative = inhibition, most hits filed as inhibitors. Transcreener GDP fluorescence polarization, RGS4-accelerated GTP hydrolysis; further: on the % scale 0 is the no-effect control and ±100 the full control effect; nearly all actives have a fitted effect of over 75% in size; some results filed as inactive show a strong effect at the top dose
Target sequence (P49798 whole entry, looked up): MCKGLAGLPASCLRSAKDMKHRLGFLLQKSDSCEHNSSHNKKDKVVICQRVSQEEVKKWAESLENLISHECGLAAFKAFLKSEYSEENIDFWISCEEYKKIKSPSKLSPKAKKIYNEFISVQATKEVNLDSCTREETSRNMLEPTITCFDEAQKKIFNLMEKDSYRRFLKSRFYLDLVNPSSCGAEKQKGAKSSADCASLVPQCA
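MLSMR compounds (23 nl, pin-transferred) preincubated 10 min at room temperature with a 500nM (2x) first reagent, then RGS4 at 900nM (2x) plus Transcreener GDP mix added; fluorescence polarization (620/688 nm) read before and after 90 min at 30 °C.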
TrxR1 substrate – qHTS Assay for Substrates of Mammalian Selenoprotein Thioredoxin Reductase 1 (TrxR1): qHTS | purified TrxR1 substrate turnover, NADPH consumption readout | Potency, µM (doses to about 114 µM), for the others: at the top dose activity change, negative = substrate turnover | 390,000 compounds, 0.01% hits | AID 588456, 2011; further: on the % scale 0 is the no-effect control and ±100 the full control effect; nearly all actives have a fitted effect of over 50% in size
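Rat TrxR1, dispensed at 90 nM, was prereduced with 400 uM NADPH (final) for 5 min at ~22 deg C, then incubated with compound 15 min before 400 uM selenite. A first-read NADPH fluorescence drop versus no-compound background flagged substrates.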
Vif-APOBEC3G blk – qHTS for Inhibitors of Vif-A3G Interactions: qHTS; HeLa A3G-eYFP + Vif (tagged APOBEC3G with the HIV-1 protein that degrades it), YFP fluorescence, overnight; Potency, µM (highest dose often 46.1 µM), without a hit: at the top dose activity, negative = active, most hits filed as inhibitors; 410,000 compounds, 0.076% hits; AID 602310, 2012;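 further: on the % scale 0 is the no-effect control and ±100 the full control effect; nearly all actives have a fitted effect of over 60% in size; hits raise eYFP signal because A3G escapes Vif-driven loss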
Target sequence (Q9HC16 whole entry, looked up): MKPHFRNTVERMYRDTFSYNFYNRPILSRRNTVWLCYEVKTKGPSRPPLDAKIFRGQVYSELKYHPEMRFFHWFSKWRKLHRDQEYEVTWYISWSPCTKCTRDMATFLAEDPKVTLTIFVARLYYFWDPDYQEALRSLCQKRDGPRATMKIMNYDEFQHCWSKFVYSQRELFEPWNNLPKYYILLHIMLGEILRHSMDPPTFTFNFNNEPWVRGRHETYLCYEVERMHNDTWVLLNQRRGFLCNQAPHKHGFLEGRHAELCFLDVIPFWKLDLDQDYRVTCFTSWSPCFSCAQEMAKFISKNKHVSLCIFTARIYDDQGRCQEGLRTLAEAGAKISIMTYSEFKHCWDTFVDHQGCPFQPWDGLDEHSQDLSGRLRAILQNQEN
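HeLa cells stably expressing Vif and C-terminally eYFP-tagged A3G, seeded overnight at 37 deg C, then exposed to compound by pintool overnight at 37 deg C. Rise in yellow fluorescence (Ex 488/Em 500-530, Acumen) marks blocked Vif-driven A3G degradation.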
RXFP1 agonist – qHTS Assay for Agonists of the Relaxin Receptor RXFP1 | Relaxin receptor 1 (Homo sapiens), Q9HBX9 | HEK293T-RXFP1 cAMP TR-FRET, 30 min; response scale: percent of porcine relaxin response, buffer zero | Potency, µM (doses to about 57.5 µM), without a hit: at the highest dose activation, actives largely listed as activators | 370,000 compounds, 0.3% hits | AID 2676, 2010; further: on the % scale 0 is the no-effect control and ±100 the full control effect; nearly all actives have a fitted effect of over 60% in size; many of its hits are not listed in these tables
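cAMP rise read by TR-FRET after 30 min, 37C compound exposure (up to 58 uM) in RXFP1-transfected HEK293 cells with Ro 20174 present. EC50 from Hill-equation fits, with 29 nM porcine relaxin as 100% and buffer as basal.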
USP1 inh – Inhibitors of USP1/UAF1: Primary Screen; Ubiquitin carboxyl-terminal hydrolase 1 (Homo sapiens), O94782; recombinant USP1/UAF1, Ub-Rhodamine cleavage fluorescence; Potency, µM (series often up to 57.1 µM), without a hit: at the highest dose activity change, negative = inhibition, usual class: inhibitors; 390,000 compounds, 0.23% hits; AID 743255, 2014; further: on the % scale 0 is the no-effect control and ±100 the full control effect; nearly all actives have a fitted effect of over 60% in size; inactives centre near -12
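USP1/UAF1 complex (1 nM) preincubated 15 min at room temperature with compound, then Ub-Rho substrate (150 nM final) added. Kinetic fluorescence at 480/540 nm over 6 reads at 60 s intervals; 50 mM HEPES pH 7.8, 0.5 mM EDTA, 0.1 mg/ml BSA, 1 mM TCEP, 0.01% Tween-20.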
Vif-A3F inh – qHTS for Inhibitors of Vif-A3F Interactions: qHTS; HeLa A3F-eYFP + Vif (tagged APOBEC3F with the HIV-1 protein that degrades it), YFP fluorescence increase; 390,000 compounds, 0.2% hits; Potency, µM (doses to about 46.1 µM), inactives show at the highest dose activity, negative = active; AID 602313, 2012; further: % of control where 0% means no effect; nearly all actives have a fitted effect of over 65% in size
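HeLa cells stably expressing A3F-eYFP plus Vif, plated and incubated overnight at 37 deg C, then exposed to compounds overnight at 37 deg C. Blocked degradation read as raised yellow fluorescence (Ex 488/Em 500-530).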
TrxR1 inh – qHTS Assay for Inhibitors of Mammalian Selenoprotein Thioredoxin Reductase 1 (TrxR1): qHTS | recombinant rTrxR1, NADPH fluorescence consumption, selenite substrate | 390,000 compounds, 1% hits | AID 588453, 2011 | Thioredoxin reductase 1, cytoplasmic (Rattus norvegicus), O89049 | Potency, µM (titrated, usually from 114 µM), for inactives: top-dose activity change, negative = inhibition, actives largely listed as inhibitors; further: on the % scale 0 is the no-effect control and ±100 the full control effect; nearly all actives have a fitted effect of over 65% in size
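Rat TrxR1 (90 nM in the dispensed reagent) was pre-reduced with 400 uM NADPH for 5 min at room temperature, then incubated with compound for 15 min. After 400 uM selenite was added, NADPH fluorescence (Ex 340/Em 450 nm) was followed for 8 min.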
IDH1 R132H inh – qHTS for Inhibitors of mutant isocitrate dehydrogenase 1 (IDH1): qHTS. AID 602179, 2012. Isocitrate dehydrogenase [NADP] cytoplasmic (Homo sapiens), O75874. Potency, µM (titrated, usually from 76.6 µM), for inactives: top-dose activity change, negative = inhibition, hits mostly inhibitors. IDH1-R132H enzyme, NADPH consumption, diaphorase/resazurin fluorescence. 390,000 compounds, 0.093% hits; further: on the % scale 0 is the no-effect control and ±100 the full control effect; nearly all actives have a fitted effect of over 65% in size
Target sequence (O75874 whole entry R132H, stated change not applied): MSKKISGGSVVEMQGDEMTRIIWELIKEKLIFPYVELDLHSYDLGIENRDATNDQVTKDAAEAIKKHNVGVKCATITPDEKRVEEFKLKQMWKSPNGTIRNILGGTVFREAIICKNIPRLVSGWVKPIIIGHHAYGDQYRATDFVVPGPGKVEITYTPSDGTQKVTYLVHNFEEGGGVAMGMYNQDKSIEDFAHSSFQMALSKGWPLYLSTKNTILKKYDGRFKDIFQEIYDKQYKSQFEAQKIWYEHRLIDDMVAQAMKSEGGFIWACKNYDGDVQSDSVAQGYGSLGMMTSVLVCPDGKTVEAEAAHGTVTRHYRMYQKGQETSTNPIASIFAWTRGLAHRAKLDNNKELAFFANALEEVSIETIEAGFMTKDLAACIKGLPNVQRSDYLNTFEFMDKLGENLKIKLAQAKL
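IDH1-R132H (0.5 ug/mL) preincubated 30 min with compound, then NADPH (0.016 mM) and alpha-KG (2 mM) added; 80 min at RT, pH 7.5. Remaining NADPH coupled via diaphorase/resazurin to fluorescence (540/590 nm); concentration-response curves normalized to no-enzyme control.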
12-LOX inh – Primary qHTS assay for inhibitors of human arachidonate 12S-lipoxygenase (ALOX12): Round 2. Polyunsaturated fatty acid lipoxygenase ALOX12 (Homo sapiens), P18054. purified 12hLO, xylenol orange hydroperoxide absorbance. Potency, µM (series often up to 108 µM), without a hit: at the top dose activity change, negative = inhibition, most hits filed as inhibitors. 580,000 compounds, 1.1% hits. AID 1671190, 2021; further: on the % scale 0 is the no-effect control and ±100 the full control effect
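Purified human 12hLO (150 nM final) in 25 mM Hepes, 0.01% Triton X-100, pH 7.0 was preincubated 15 min at room temperature with compound. Then 40 uM arachidonic acid was added, 30 min. Hydroperoxide was read by Fe-XO absorbance ratio 573/405 nm.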
* marks the source's active call; other numbers are inactive results; i = inactive; ? = inconclusive; · = not tested or not shown; & = joins results of further samples; [ ] = dose if it differs, or a comment. The call rests on the fitted dose curve; in most records, active means well fitted curve in the direction sought with a large enough effect; inconclusive means small, poorly fitted or top-dose-only effect, or another doubt; inactive means no such curve, though single readings can be large; an effect the other way counts as inactive or inconclusive. Potency means the concentration at half of the fitted maximal effect. The list is partial; the hit share may differ from the screen's.

SMILES	RGS4 inhibitor	TrxR1 substrate	Vif-APOBEC3G blk	RXFP1 agonist	USP1 inh	Vif-A3F inh	TrxR1 inh	IDH1 R132H inh	12-LOX inh
CCS(=O)(=O)Nc1ccc(C(=O)c2ccccc2)cc1	22.0%	-3.3%	-1.5%	-0.2%	3.5%	-11.6%	-7.3%	0.5%	0.0%[57.4 µM]
O=C(O)Cn1c(=O)c2c3c(sc2n(Cc2ccc(F)cc2)c1=O)CCCC3	11.3%	11.6%[57.1 µM]	-3.7%	2.1%	-19.9%	-3.1%	10.3%[57.1 µM]	5.1%	?
Cc1ccc(C2NC(=S)NC3=C2C(=O)CCC3)cc1 (stereo not given)	-17.1%	7.4%[57.1 µM]	-3.1%	3.4%	-4.8%	1.1%	11.6%[57.1 µM]	1.8%	7.7%
CC(C)C[C@@H](CNC(=O)OC(C)(C)C)NC(=O)c1nc[nH]c1C(=O)N[C@@H](CC(C)C)C(=O)CNC[C@H](CC(C)C)NC(=O)c1nc[nH]c1C(=O)N[C@@H](Cc1c[nH]c2ccccc12)C(=O)OC(C)(C)C	13.2%	2.6%[57.1 µM]	1.0%	·	-30.7%	2.8%	14.3%[57.1 µM]	-10.3%	-4.8%
CCC(C)c1ccc(-c2cc(C(=O)OCC(=O)Nc3cc(C)on3)c3ccccc3n2)cc1 (stereo not given)	-10.2%	21.1%[57.1 µM]	-18.4%	-0.9%	-25.7%	-6.7%	-3.4%[57.1 µM]	-2.3%	94.8%[activator]
CC(=O)c1cnc(-c2ccccn2)s1	-16.9%	-8.4%[57.1 µM]	1.7%	4.4%	-3.1%	-20.5%	-4.5%[57.1 µM]	-5.4%	0.0%
COc1ccccc1N(CC(=O)Nc1cc(C)on1)S(=O)(=O)c1ccc(Cl)cc1	-23.5%	-11.2%	2.0%	0.6%	-18.3%	-0.9%	-4.3%	5.5%	0.0%
O=[N+]([O-])c1ccc(CN2CCSCC2)cc1	18.3%	-0.1%[57.1 µM]	5.4%	-1.4%	-13.2%	-15.0%	13.7%[57.1 µM]	15.3%	-20.6%
COc1cccc(-n2c(SCC(=O)NCC3CCCO3)nc3c(c2=O)SCC3)c1 (stereo not given)	0.1%	-6.5%	1.1%	4.7%	-9.9%	-1.6%	14.4%	-0.2%	-2.4%
CC(C)(C)c1ccc(/C=C/C(=O)Nc2ccc(S(N)(=O)=O)cc2)cc1	8.6%	-10.7%	-10.4%	1.3%	-16.3%	13.8%	6.9%	5.8%	-7.4%
Cc1ccccc1NC(=O)CSc1ccc2nnc(-c3ccccn3)n2n1	-7.0%	-0.3%	2.8%	21.4%	-17.7%	-1.1%	2.3%	-4.3%	156.1%[activator]
COc1ccc2c(CC(=O)N3CCc4ccccc43)coc2c1	-6.8%	-5.3%	-1.0%	-1.0%	-5.5%	5.1%	15.6%[57.1 µM]	2.7%	-13.4%
O=C(CCc1ccccc1)NNc1ccc(F)cc1	-4.1%	-1.3%	-12.7%	2.1%	-12.9%	-2.0%	10.1%	-6.7%	135.0%[activator]
Cc1occc1C(=O)NN1C(=O)C2C3CCC(O3)C2C1=O (stereo not given)	23.0%	-4.3%	1.3%	2.7%	2.0%	6.1%	-2.1%	-0.6%	-5.5%
CCc1c(C(=O)NNC(=O)Nc2ccc3c(c2)OCO3)csc1C	-1.9%	-4.6%	-0.1%	-3.5%	-1.8%	-9.1%	0.6%	0.5%	i
ClC1(Cl)CC1Cn1c(C2CC2)nc2ccccc21 (stereo not given)	-1.1%	-8.2%	1.2%	2.7%	-10.7%	1.2%	4.9%	-9.4%	7.9%
CC(=O)Nc1ccc(OCCOc2ccc(/C=C3/C(=N)N4C=CSC4=NC3=O)cc2)cc1	-30.7%[11.4 µM]	-10.6%	-17.6%	-0.7%	-23.2%	-5.5%	-15.1%	0.0%	-7.4%
CCOC(=O)C(C)Oc1cccc2c(=O)n(CC(=O)NCCc3ccccc3)ccc12 (stereo not given)	13.5%[11.4 µM]	2.5%	-7.7%	-1.8%	-17.7%	-8.1%	12.5%	-2.7%	1.9%
CCN(C[C@H]1N[C@@](C)(C(=O)OC)[C@H]2C(=O)N(Cc3ccccc3)C(=O)[C@@H]12)S(=O)(=O)c1ccc(F)cc1	13.9%	-6.6%	-0.4%	·	-18.4%	3.8%	1.2%	-4.0%	?
COc1ccc(OC)c(NC(=O)C2CCCN(S(=O)(=O)c3ccc4c(c3)CCCC(=O)N4)C2)c1 (stereo not given)	-0.4%	-4.2%	3.5%	-1.8%	-31.1%	-5.3%	16.3%	5.7%	-17.3%
O=C(CCS(=O)(=O)c1ccccc1)Nc1ccc(-c2nc3ccccc3s2)cc1	?	6.1%[57.1 µM]	-0.2%	0.2%	7.1%	0.7%	21.1%[57.1 µM]	-2.9%	-18.4%
COc1ccccc1-c1nnn(C/C(N)=N/O)n1	-33.2%	-1.8%	3.7%	-0.1%	-13.6%	0.8%	-0.8%	7.7%	-29.9%
CN(C(=O)c1ccc(NC(=O)C2CCCN(C(=O)OC(C)(C)C)C2)cc1)C1CCCCC1 (stereo not given)	9.3%	-8.6%	-2.0%	·	-12.6%	-0.2%	4.6%	-3.7%	-11.5%
O=S(=O)(NCCc1csc(-c2cccnc2)n1)c1ccc(Cl)s1	-14.1%	2.3%[57.1 µM]	3.1%	8.4%	-4.8%	-10.1%	2.5%[57.1 µM]	-7.0%	-3.1%&9.6%
CC1CCCN(C(=O)c2cc(S(=O)(=O)N3CCCCC3)c[nH]2)C1 (stereo not given)	1.0%	0.0%	-21.9%	-0.2%	-15.1%	-5.8%	3.7%	21.1%	3.6%
CCn1c(CC(=O)Nc2ccccc2C)nnc1SCC(=O)NC1=NCCS1	-25.5%	-15.4%[57.1 µM]	1.9%	-0.1%	-10.3%	-5.0%	9.8%[57.1 µM]	12.5%	-25.7%
Cc1cc(C)nc(NC(=O)Cc2ccc(Cl)cc2)c1	-15.8%	-3.9%[57.1 µM]	-0.6%	-6.4%	-19.6%	-2.6%	3.4%[57.1 µM]	2.3%	3.3%
O/N=C/c1ccnc(SCc2ccc(Cl)cc2)n1	-8.7%	8.1%[57.1 µM]	-7.4%	-1.4%	-4.8%	0.6%	39.3%[activator][57.1 µM]	6.2%	9.0%
Cc1nn(C)c(=O)n1-c1ccccc1	-23.7%	-1.4%[57.1 µM]	1.6%	0.0%	-7.5%	-7.0%	22.2%[57.1 µM]	2.9%	31.9%[activator]
Cc1c(Br)c([N+](=O)[O-])nn1CC(=O)Nc1ccc2nc3n(c(=O)c2c1)CCCC3	-14.1%[56.9 µM]	0.0%	-1.0%	2.2%	-27.8%	0.0%	21.9%	-0.4%	-9.4%
Nc1cc[n+](CC(=O)Nc2ccccc2)cc1	6.3%	-3.1%	3.2%	-1.2%	-4.5%	-13.1%	6.9%	9.0%	1.0%
Cc1ccc(C(=O)c2cn(Cc3cc(C)ccc3C)c3nc(C)ccc3c2=O)cc1	-29.3%	-4.1%	-11.5%	2.5%	?	0.9%	17.6%	-9.1%	0.0%
CC1(c2ccc3c(c2)OCCCO3)NC(=O)N(CC(=O)NCCc2ccccc2)C1=O (stereo not given)	-50.2%	-7.8%	1.8%	0.2%	-13.8%	2.7%	-12.6%	1.9%	-0.2%
Cc1ccc(S(=O)(=O)N(C)C[C@@H]2Oc3ccc(NS(=O)(=O)c4ccccc4)cc3CC(=O)N([C@@H](C)CO)C[C@H]2C)cc1	4.0%	-6.1%	-3.7%	·	-18.0%	7.4%	-8.4%	0.4%[38.3 µM]	-15.5%
O=C(C/C=N/OCc1ccccc1F)c1cnc(-c2ccc(Cl)cc2)s1	-19.2%	2.1%[57.1 µM]	-4.3%	0.3%	-21.9%	12.6%	10.7%[57.1 µM]	4.1%	71.3%[activator]

Single records (already shown). Order of values: RGS4 inhibitor	TrxR1 substrate	Vif-APOBEC3G blk	RXFP1 agonist	USP1 inh	Vif-A3F inh	TrxR1 inh	IDH1 R132H inh	12-LOX inh
Nc1cc[n+](CC(=O)Nc2ccccc2)cc1 in the list: 6.3%	-3.1%	3.2%	-1.2%	-4.5%	-13.1%	6.9%	9.0%	1.0%
O=C(CCS(=O)(=O)c1ccccc1)Nc1ccc(-c2nc3ccccc3s2)cc1 in the list: ?	6.1%[57.1 µM]	-0.2%	0.2%	7.1%	0.7%	21.1%[57.1 µM]	-2.9%	-18.4%
